# ALOX12 inh = blocks human arachidonate 12S-lipoxygenase. P18054. purified 12hLO, xylenol orange hydroperoxide absorbance. Potency, µM (titrated, usually from 108 µM), inactives show at the top dose activity change, negative = inhibition, most hits filed as inhibitors. 1.1% of 580,000 active. AID 1671190; active = well fitted inhibition curve with a large enough effect; inconclusive = small, poorly fitted or top-dose-only effect, or another doubt; inactive = no such curve, though single readings can be large or run the other way
# Target sequence (P18054 whole entry, looked up): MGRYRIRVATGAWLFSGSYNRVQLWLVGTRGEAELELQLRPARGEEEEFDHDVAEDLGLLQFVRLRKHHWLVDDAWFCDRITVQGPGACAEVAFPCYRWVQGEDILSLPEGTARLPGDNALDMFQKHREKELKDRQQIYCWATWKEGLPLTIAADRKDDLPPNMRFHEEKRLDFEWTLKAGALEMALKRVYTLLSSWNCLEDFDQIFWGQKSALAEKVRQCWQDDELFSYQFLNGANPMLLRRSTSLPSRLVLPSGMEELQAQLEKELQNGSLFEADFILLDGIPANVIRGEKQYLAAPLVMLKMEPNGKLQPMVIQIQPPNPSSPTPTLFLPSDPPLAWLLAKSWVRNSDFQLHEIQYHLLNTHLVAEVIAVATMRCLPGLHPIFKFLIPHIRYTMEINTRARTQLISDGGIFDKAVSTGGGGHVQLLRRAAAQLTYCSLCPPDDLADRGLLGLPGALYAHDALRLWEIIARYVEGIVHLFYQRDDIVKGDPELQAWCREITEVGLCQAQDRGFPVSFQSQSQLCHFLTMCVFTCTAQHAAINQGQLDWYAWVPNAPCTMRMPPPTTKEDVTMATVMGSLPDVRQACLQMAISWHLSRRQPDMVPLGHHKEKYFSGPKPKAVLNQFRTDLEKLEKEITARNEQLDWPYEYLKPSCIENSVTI
#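 Purified human 12hLO (150 nM final) in 25 mM Hepes, 0.01% Triton X-100, pH 7.0 was preincubated 15 min at room temperature with compound. Then 40 uM arachidonic acid was added, 30 min. Hydroperoxide was read by Fe-XO absorbance ratio 573/405 nm.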
# * hit, by the source's call; u = inconclusive; [ ] = remark or other dose. % is set by controls: 0 for no effect and ±100 for the full control effect; potency is the fitted concentration of half-maximal effect.
# Preview (two entries):
SMILES,ALOX12 inh
COC(=O)/C=C1\OC(c2ccccc2)c2ccccc21 (configuration not stated),-19%
CCCOC(=O)C(C)Oc1ccc2c(=O)c(Oc3ccccc3Cl)coc2c1 (configuration not stated),11%

# The whole of this part, from the first entry:
SMILES,ALOX12 inh
COC(=O)/C=C1\OC(c2ccccc2)c2ccccc21 (configuration not stated),-19%
CCCOC(=O)C(C)Oc1ccc2c(=O)c(Oc3ccccc3Cl)coc2c1 (configuration not stated),11%
COCCNc1ncnc2ccc(-c3ccccc3CN(C)C)cc12,u
CC(C)(Oc1nn(Cc2cccc(Cl)c2)c2ccccc12)C(=O)NC1CC1,u
O=C(NCCN1CCOCC1)c1ccc(-c2ccc(N3CCCCC3)nc2)cc1,20%
CC(=O)N1CC2(CCN(C(=O)c3ccc(Cl)cc3)CC2)Cc2ccccc21,u
O=c1c2ccccc2nc(SCc2nc3ccccc3o2)n1CCCO,41%[activator]
NC(=O)c1cccc(-c2cc3c(cn2)CN(CCc2ccccc2)CCN3)c1,-33%[176 µM]
CC(C)(C)c1nc(C(=O)N2CCCC2)n2ccccc12,55%[activator][176 µM]
COCCNc1ncnc2ccc(-c3ccc(N(C)C)cc3)cc12,u
CN(C)C(=O)CO[C@H]1COCCN(Cc2ccccn2)C1,96%[activator][176 µM]
O=C(NC1CCCC1)c1cc2c(F)cccc2s1,-10%
COc1ccc(S(=O)(=O)N(CC(=O)N2CCC(C(N)=O)CC2)c2ccccc2)cc1OC,u
Cc1c(C(C)NC(=O)CO)cnn1-c1cccc2ccccc12 (configuration not stated),2%
O=C(NC(C(=O)c1ccccc1)N1CCCCC1)c1cccs1 (configuration not stated),-25%
CC(C)(C)OC(=O)NC(C)(CN)c1ccccc1 (configuration not stated),22%[176 µM]
O=C(Cc1ccc2c(c1)OCO2)N1CCCn2nc(C(O)CO)cc2C1 (configuration not stated),11%
COc1ccc(Cl)cc1-c1ccc2c(c1)C(=O)N1CCN(C(=O)C3CCNCC3)C[C@@H]1C(=O)N2,-24%
Cc1ccc(CNC(=O)CC2CCCCN(C)C2=O)cc1 (configuration not stated),31%[activator]
COC[C@@H]1CN(C(=O)Cc2ccccc2C)C[C@H]1c1nc(C2CC2)no1,-2%
COc1ccc(NC(=O)Cc2cnc(-n3cccc3)s2)c(OC)c1,6%
O=C(O)c1ccc2[nH]ncc2c1,11%
CC(C)(C(=O)NCCc1cccs1)c1ccccc1,17%
CCC1(CC)CC1C(=O)NCc1cc2c(nc1OC)CN(C1CCCC1)C2=O (configuration not stated),-10%
O=C(Oc1ccc(-c2ccccc2)cc1)C(c1ccccc1)c1ccccc1,13%
SMILES,ALOX12 inh
Cn1ccc2cc(NCc3nnc(C(=O)N4CCC[C@@H]4CN4CCCC4)n3-c3ccccc3)ccc21,33%[activator]
c1ccc(CN2CCC(NCc3c[nH]c4ccccc34)C2)cc1 (configuration not stated),u
CNC(=O)c1cc[nH]c1C1CCCN(C(=O)CCc2nc3ccccc3s2)C1 (configuration not stated),20%
O=C([C@@H]1C[C@H](F)CN1S(=O)(=O)Cc1ccc(Cl)cc1)N1CCc2ccccc2C1,-15%
Cc1ccc(C(=O)N2CCC3(CC2)NC(=O)N(c2ccccc2)N3)cc1F,4µM*
Cc1nc(-c2ccc(CNC(=O)c3nccnc3N)s2)cs1,16%
Cn1c(-c2ccc3ccccc3c2)cc2ccccc21,-14%
FC(F)(F)c1ccc(Sc2ncccn2)nc1,-45%
Cc1ccc([C@@H]2CN(C(=O)CN3CCOC3=O)C[C@H]2NC(=O)C2CC2)cc1,9%
c1cc(-c2nnc([C@H]3CCN(C4CCCCC4)C3)o2)ccn1,72%[activator][176 µM]
COCC(=O)N1CCCN(C(=O)C2CC2)c2ccccc21,55%[activator]
Cc1ccc(C2Cn3nnc(C(=O)N4CCC(C(=O)Nc5ccc(F)c(Cl)c5)CC4)c3CO2)cc1 (configuration not stated),7%
CCCOc1nc2ccccc2nc1N1CCC(C(=O)Nc2cc(F)cc(F)c2)CC1,-27%
CCOC(=O)c1[nH]c(C)c(C(=O)Cn2cnc3ccccc3c2=O)c1C,51%[activator]
CCn1nccc1C(=O)N1C[C@@H](Oc2cccnc2)C[C@H]1C(=O)NC,16%
Nc1nc2ncccn2c1-c1ccc(F)cc1,-14%
O=c1c2c(CO)c(-c3ccccc3)nn2ccn1Cc1ccc(Br)cc1,34%[activator]
CC(C(=O)N1CCNC1=O)N(C)Cc1cccc(Cl)c1 (configuration not stated),-1%
CNC(=O)c1cnn2cc(C)ccc12,7%[176 µM]
O=C(Nc1ccc(F)cc1F)N(Cc1cccc(O)c1)C1CCC(O)CC1 (configuration not stated),3%
CCc1ccc(CN(C)C(=O)Cn2cnc3c2c(=O)n(C)c(=O)n3C)cc1,-21%
Cc1nn(-c2ccc(C(C)C)cc2)c(C)c1[C@@H]1C=C[C@@H](NCc2ccc(F)cc2)C1,u
Nc1ccccc1NC(=O)c1ccc(CNC(=O)OCc2cccnc2)cc1,-17%[57.4 µM]
CC(C)(C)c1ccc(-c2nnc3sc(-c4ccc5c(c4)OCO5)nn23)cc1,u
Cc1ccc(C(=O)N2CCC(Oc3ccc(C(=O)N(C)C)cn3)CC2)s1,45%[activator]

# Ordered by length of the SMILES (largest number first): some entries from above.
SMILES,ALOX12 inh
Cn1ccc2cc(NCc3nnc(C(=O)N4CCC[C@@H]4CN4CCCC4)n3-c3ccccc3)ccc21,33%[activator]
CCc1ccc(CN(C)C(=O)Cn2cnc3c2c(=O)n(C)c(=O)n3C)cc1,-21%
CNC(=O)c1cc[nH]c1C1CCCN(C(=O)CCc2nc3ccccc3s2)C1 (configuration not stated),20%
O=C(Nc1ccc(F)cc1F)N(Cc1cccc(O)c1)C1CCC(O)CC1 (configuration not stated),3%
Cc1nc(-c2ccc(CNC(=O)c3nccnc3N)s2)cs1,16%
COCC(=O)N1CCCN(C(=O)C2CC2)c2ccccc21,55%[activator]
CNC(=O)c1cnn2cc(C)ccc12,7%[176 µM]

# (listing goes on)
SMILES,ALOX12 inh
O=C([C@H]1C[C@H](Oc2ccccc2)CN1C(=O)COc1ccc(F)cc1)N1CCOCC1,20%
Cc1ccc(C)c(NC(=O)C2CCN(S(=O)(=O)c3cccs3)CC2)c1,7%
Cc1cc(C(F)(F)F)c(C#N)c(SCc2cccc3ccccc23)n1,3%
O=C(O)c1ccccc1C(=O)Cc1ccc(I)cc1,9%
Cc1cc(CS(=O)(=O)Cc2cccc(Cl)c2)no1,-8%
C[C@H](NC(=O)C(=O)Nc1ccc2cc[nH]c2c1)c1ccccc1,u
CCc1nc2cc(N3CCC(C(=O)NCc4cc(F)cc(F)c4)CC3)cnc2nc1CC,11%
Cc1cc(C)n(CCc2c(-c3ccccc3)ncn2C(C)CCCC(C)(C)O)n1 (configuration not stated),32%[activator]
Cc1ccc(S(=O)(=O)N2CCn3c(nn(CC4CC4)c3=O)C2)c(C)c1,-2%
CCC(=O)N1CCN(C(=O)Cc2ccc(C)c(C)c2)[C@H]2CS(=O)(=O)C[C@H]21,-4%
CC(c1cccs1)N(C)Cc1ccc(N(C)C)cc1 (configuration not stated),8%[176 µM]
Cc1ccc(-c2cn3nc(N4CCC(C(=O)NCc5ccc(OC(C)C)cc5)CC4)sc3n2)cc1,-10%
CC(C)n1c(SCC(=O)NCc2ccccc2)nnc1-c1ccc2c(c1)OCCCO2,-20%
CCCn1c(C)cc(C(=O)COC(=O)c2cc3ccccc3oc2=O)c1C,u
CCOC(=O)[C@]12CCCC=C1N(Cc1ccco1)C(=O)[C@H](CC(=O)NCCCN1CCCC1=O)C2,20%
O=C1N(C2CCOCC2)C[C@H]2CN(CCCc3ccccc3)CCN12,59%[activator][176 µM]
O=C(NCc1cccc(Cl)c1)c1nnn2c1COC(c1ccc(Cl)cc1)C2 (configuration not stated),27%
Cc1ccccc1S(=O)(=O)N1CC[C@@H]2CN(c3cnccn3)[C@@H]2C1,18%
Cc1ccc(C(=O)N2CCC3(CC2)[C@H](O)C[C@@H]3OCCO)s1,80%[activator]
COc1cccc(-c2noc(Nc3ccc4c(c3)OCCO4)n2)c1,8%
Cn1nnnc1C1CCCN(C(=O)NCc2ccccc2)C1 (configuration not stated),-17%
COc1cc(SC)ccc1C(=O)N[C@H]1CCN2C(=O)[C@@H](CC(C)C)NC(=O)[C@@H]2C1,13%[176 µM]
C/C(=N/Nc1c(F)c(F)nc(F)c1F)c1ccc(Cl)c([N+](=O)[O-])c1,9%
COc1ccc(-c2[nH]ncc2CN2CCCN(S(=O)(=O)c3ccccc3)CCC(=O)NCC2)cc1,-5%
Cc1ccc(-c2nc(CNC(=O)C(C)Oc3ccccc3F)cs2)cc1 (configuration not stated),110%[activator]

# Shown as labelled records: part of the list above.
CC(C)n1c(SCC(=O)NCc2ccccc2)nnc1-c1ccc2c(c1)OCCCO2
  ALOX12 inh = -20%

Cc1cc(C(F)(F)F)c(C#N)c(SCc2cccc3ccccc23)n1
  ALOX12 inh = 3%

Cc1ccc(-c2cn3nc(N4CCC(C(=O)NCc5ccc(OC(C)C)cc5)CC4)sc3n2)cc1
  ALOX12 inh = -10%

O=C1N(C2CCOCC2)C[C@H]2CN(CCCc3ccccc3)CCN12
  ALOX12 inh = 59%[activator][176 µM]

# Further results
SMILES,ALOX12 inh
Cc1[nH]nc2c1C(c1cccc(F)c1)C(C#N)=C(N)O2 (configuration not stated),6%
CCOC(=O)C(NC(=O)Cc1cc(OC)c(OC)c(OC)c1)C(=O)OCC,u
COc1cccc(CN2CCCC(c3nc(-c4cccnc4)no3)CCNC(=O)CC2)n1 (configuration not stated),12%
CC(=O)N1CCN(C(=O)[C@@]23CCCC[C@H]2N(CCC(C)C)C(=O)CC3)CC1,59%[activator]
O=C(Nc1cnc(-c2cccc(Cl)c2)nc1)c1ccc(F)cc1,33%
Cn1c(-c2cccnc2)cc2cnc(Nc3ccc4c(c3)OCCO4)cc21,-4%
O=c1[nH]c2cc(O)ccc2c2ccccc12,-11%
Cc1ccc(OCCn2c(CN(C)C(=O)c3ccco3)nc3ccccc32)cc1,-3%
Cn1cc(-c2cnc(Nc3ccncc3)c3c2CCO3)cn1,u
Cn1c(=O)c2c(nc(NC3CCCCC3)n2Cc2ccc(Cl)c(Cl)c2)n(C)c1=O,2%
COc1cccc(/C=N/O)c1OC,-31%
CC(C)CCC(CC(C)O)C(=O)NN (configuration not stated),u
CCOc1cc(C(=O)Oc2ccccc2OC)cc(Br)c1OC,-6%
Fc1ccc(OCc2nnc3sc(COc4ccccc4)nn23)cc1,33%
CC(NCc1ccc(-c2ccc(F)cc2)o1)c1ccccc1 (configuration not stated),u
O=C(O)[C@@H]1CN(Cc2ccccc2)C[C@@H]1C(=O)N1CCOCC1,-9%
CNC(=O)[C@@H]1CN(C(=O)c2cc3ccc(OC)cc3[nH]2)C[C@H]1C1CCN(C)CC1,-11%
O=C(CCCc1ccccc1)Nc1cccc(-c2nnc3n2CCCC3)c1,13%
Cc1ccc(C2CC(=O)C3=C(C2)OC(N)=C(C#N)C3c2ccc(F)cc2)cc1 (configuration not stated),u
CC(=O)c1cccc(S(=O)(=O)NCc2c(C)nn(Cc3ccccc3)c2C)c1,17%
COc1cccc(C2c3c(-c4c(C)cc(C)cc4O)n[nH]c3C(=O)N2CCCO)c1 (configuration not stated),u
CCNc1c(NC(=O)c2ccc(OC)c(Br)c2)c(=O)oc2ccccc12,-6%
CCCCc1ccc(C(=O)O)cc1,-30%
CN(C)C(=O)CN1CCCc2nc(C3CC3)ncc2C1=O,23%
COC(=O)c1ccccc1NC(=O)CN1C(=O)NC2(CCC(C)CC2)C1=O (configuration not stated),-8%
SMILES,ALOX12 inh
O=C(COc1ccccc1)N[C@@H]1C[C@H](Cn2cc(-c3cccnc3)nn2)[C@@H](O)[C@H]1O,u
O=C1NC2(CCN(Cc3ccncc3)CC2)Oc2ccccc21,31%[activator][176 µM]
COc1cccc(NC(=O)CSc2nc3ccccc3nc2Cc2ccccc2OC)c1,-27%
CCc1ccc(C(=O)N2CCC(c3cc(-c4cccc(OC)c4)n[nH]3)CC2)cc1,u
O=C(Cn1nc(-c2ccccc2)c2ccccc2c1=O)N1CCOCC1,-3%
O=C(Cc1ccccc1)N1CC2CC(C1)[C@H]1CCCC(=O)N1C2 (some centres not stated),6%
O=C(Cc1ccsc1)N1CCC(Nc2cccnc2)C1 (configuration not stated),15%
CO[C@@H]1COCC[C@H]1NC(=O)COc1cccc(-n2cnnn2)c1,18%
COCCS(=O)(=O)c1ncc(CN2CCCCO2)n1Cc1ccccc1,71%[activator]
CN1c2cc(C(=O)NCc3ccccc3)ccc2C(=O)N2CCCCC21 (configuration not stated),10%
N#Cc1cccc(CN2CCC(c3nc4ccc(F)cc4c(=O)[nH]3)CC2)c1,26%
Cc1ccn(CC(=O)N2C[C@@H](CO)[C@H](c3ccccn3)C2)n1,36%[activator]
Cc1cccc(-c2nc3n(CC(=O)N4CCCC4)c(C)cc(=O)n3n2)c1,21%
NC(=O)C1CCN(C(=O)c2cc(C3CC3)nc3ccccc23)CC1,-4%
O=C(c1nnn2c1COC(c1ccc(Cl)cc1)C2)N1CCN(C(=O)C2(c3ccccc3)CC2)CC1 (configuration not stated),-3%
Cc1ccccc1Nc1nc(C(=O)NCc2ccccc2)cs1,-2%
O=C(c1ccncc1)N1CCCC1c1nnc2n1CCNC2 (configuration not stated),u
CNc1cc(-c2ccccc2C)ncn1,u
CCOc1ccc(CC(=O)NC2CCN(c3cc(-c4ccc(F)cc4)[nH]n3)C2)cc1OCC (configuration not stated),53%[activator]
Cc1noc(-c2ccccc2Cl)c1C(=O)NCc1ccc(F)cc1F,15%
CCc1noc(C(C)N2CCC(c3nc4ccccc4o3)CC2)n1 (configuration not stated),6%
CC(C)Cn1c(SCC(=O)NC(C)c2ccc(F)cc2F)nc2ncccc2c1=O (configuration not stated),-29%
CN1CCN(C(=O)c2cc(-c3ccc(F)cc3)nc3ccccc23)CC1,-24%
CN(C)C[C@@H]1CN(C)C[C@H]1NC(=O)Cc1ccc(Cl)cc1,8%
Clc1ccc(C2Cn3nnc(-c4noc(C5CCCC5)n4)c3CO2)cc1 (configuration not stated),33%[activator]

# The list is partial. The share of hits here may be higher or lower than overall.
